TbREL1 primary: TbREL1 inhibition, primary screen; TbREL1 RNA ligation, FRET fluorescence; 89,000 compounds, 0.49% hits; inhibition, % at 9.66 µM; P86926;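 active = inhibition above the mean inhibition across all screened compounds plus 3 SD, cut at about 11% in these data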;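 also: 0% = plate median of test wells and 100% = NSC42067 control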
Target sequence (P86926 whole entry, looked up): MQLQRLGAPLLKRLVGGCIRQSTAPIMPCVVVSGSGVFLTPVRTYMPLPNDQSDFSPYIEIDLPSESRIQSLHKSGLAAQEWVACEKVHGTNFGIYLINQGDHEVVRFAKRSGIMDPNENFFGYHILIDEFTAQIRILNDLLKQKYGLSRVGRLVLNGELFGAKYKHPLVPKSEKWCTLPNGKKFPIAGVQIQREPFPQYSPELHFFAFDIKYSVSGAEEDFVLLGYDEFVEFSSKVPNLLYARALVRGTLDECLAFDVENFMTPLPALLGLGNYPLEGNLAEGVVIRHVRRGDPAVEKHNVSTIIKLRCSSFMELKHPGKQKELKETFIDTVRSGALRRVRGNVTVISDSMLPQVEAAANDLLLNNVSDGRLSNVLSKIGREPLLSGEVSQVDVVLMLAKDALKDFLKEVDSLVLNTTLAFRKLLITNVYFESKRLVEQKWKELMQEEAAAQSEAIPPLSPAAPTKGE
The depositor's hits bear a star.

SMILES	TbREL1 primary
O=C(CC1SC2=NCCN2C1=O)Nc1ccccc1 (stereo not given)	0
O=C1NC(c2ccccc2)=CC(c2ccccc2O)N1 (stereo not given)	0
Cc1cc(-c2ccccc2)c2c(=O)n(-c3ccccc3)[nH]c2n1	0
O=C(O)c1cc2[nH]c3c(c2cc1Cl)CCCC3	1
Cc1noc(C)c1S(=O)(=O)N(CC(=O)N1CCc2ccccc21)c1ccc(C(C)C)cc1	0
Cc1ccc(NC(=O)CN(C)C(=O)CCSc2ccc(F)cc2)cc1	1
O=C(c1ccncc1)N1CCN(c2cc(-c3ccccc3)nc3cc(-c4cccc(Cl)c4)nn23)CC1	-1
N#Cc1ccc(OCC(O)CN2CCN(C(c3ccccc3)c3ccccc3)CC2)cc1 (stereo not given)	3
CC(NC(=O)COC(=O)c1ccc(OCC2CCCO2)cc1)c1ccccc1Cl (stereo not given)	1
CCN1CCN(c2nc(N)c([N+](=O)[O-])c(Nc3ccc(C)cc3)n2)CC1	0
O=C(CCSc1ccccc1)N1CCOCC1	0
Cc1cc(NS(=O)(=O)c2ccc(NC(=O)c3ccco3)cc2)nc(C)n1	6
CCOc1cc(C(=O)N(CC)CC(=O)Nc2c(F)cccc2F)ccc1OCC(=O)N1CCCCC1	7
O=C(Nc1ccc(Cl)c(Cl)c1)c1cccc(S(=O)(=O)NCc2cccnc2)c1	-2
Cc1[nH]c2c(C)cccc2c1CC(=O)O	-2

The final six entries of the part above lead into the next.
SMILES	TbREL1 primary
CCN1CCN(c2nc(N)c([N+](=O)[O-])c(Nc3ccc(C)cc3)n2)CC1	0
O=C(CCSc1ccccc1)N1CCOCC1	0
Cc1cc(NS(=O)(=O)c2ccc(NC(=O)c3ccco3)cc2)nc(C)n1	6
CCOc1cc(C(=O)N(CC)CC(=O)Nc2c(F)cccc2F)ccc1OCC(=O)N1CCCCC1	7
O=C(Nc1ccc(Cl)c(Cl)c1)c1cccc(S(=O)(=O)NCc2cccnc2)c1	-2
Cc1[nH]c2c(C)cccc2c1CC(=O)O	-2
O=C(C[C@H]1C/C=C\CC[C@@H](Cc2ccc(F)cc2)C(=O)OC[C@H]2CCCN2C1=O)N[C@@H](CO)Cc1ccccc1	1
COc1ccc(CC(NC(C)=O)C(=O)N2CCN(C(=O)Nc3ccc(Cl)cc3)CC2)cc1OC (stereo not given)	-1
CCOc1ccc(S(=O)(=O)N2CCCC(C(=O)N3CCN(c4ccccc4)CC3)C2)cc1 (stereo not given)	-5
CNS(=O)(=O)c1cc(Br)ccc1S(=O)c1ccccc1C(=O)O (stereo not given)	-2
c1ccc(-c2cc3c(nn2)CCc2nonc2-3)cc1	-1
CCc1ccc(Nc2ncc3c(n2)CC(c2ccco2)CC3=O)cc1 (stereo not given)	5
CC1CCN(c2nc3c(c(=O)n(C)c(=O)n3C)n2CCSc2nc3ccccc3s2)CC1	0
Cc1ccc(NC(=O)CN2C(=O)N/C(=C/c3ccco3)C2=O)cc1	2
Cc1cc(C)c(NC(=O)CO/N=C2\CCCc3nonc32)c(C)c1	-2
O=C(/C=C/c1ccc(Br)cc1)Nc1ccc(S(=O)(=O)Nc2ncccn2)cc1	-2
COc1cc(Cl)c(S(=O)(=O)NCCCn2ccnc2)cc1Cl	8
C/C(=N\NC(=O)c1cccnc1)c1cccc([N+](=O)[O-])c1	3
CCOc1ccc(N2CC(O)Cn3c2nc2c3c(=O)n(CCCc3ccccc3)c(=O)n2C)cc1 (stereo not given)	-2
Cc1nnc(SCC(=O)N2c3ccccc3C(C)(c3ccc(Cl)cc3)CC2(C)C)s1 (stereo not given)	-2
CC(=O)Nc1ccc(NC(=O)CSc2ncnn2-c2ccccc2)cc1	-2

Sorted by count of non-hydrogen atoms (ascending): some entries from above
SMILES	TbREL1 primary
O=C(O)c1cc2[nH]c3c(c2cc1Cl)CCCC3	1
c1ccc(-c2cc3c(nn2)CCc2nonc2-3)cc1	-1
Cc1ccc(NC(=O)CN2C(=O)N/C(=C/c3ccco3)C2=O)cc1	2

Later entries
SMILES	TbREL1 primary
O=S(=O)(Nc1ccc2c(c1)OCCO2)c1cccc2cccnc12	0
CCC(NC(=O)CC[C@H]1O[C@@H](n2cc(C)c(=O)[nH]c2=O)C[C@@H]1O)c1ccccc1 (stereo not given in full)	3
O=C(CSc1nnc(-c2cccnc2)n1C1CCCCC1)NC1CCCC1	-2
N#Cc1cc(-c2ccccc2)nnc1Sc1ccc(F)cc1	3
CC(C)c1ccc(NC(=O)Nc2cnccn2)cc1	1
CN(CC(=O)Nc1ccc(F)c(F)c1F)C(=O)C1CCCCC1	7
Cc1cccc(CSc2nnc(Cn3c(=O)sc4ccccc43)n2C)c1	5
Cc1cccc(NS(=O)(=O)c2ccc(S(=O)(=O)N3CCCC3)cc2)c1	0
CCOC(=O)C(=O)Nc1nnc(Cc2ccc(OC)c(OC)c2)s1	1
Cc1ccccc1CC(=O)Nc1nnc(-c2cccnc2)s1	-1
COc1ccccc1OCC(=O)NCC1CCCN(C(=O)c2ccccc2C(C)=O)C1 (stereo not given)	1
Cc1cc(N2CCCc3ccccc32)n2ncnc2n1	0
NC1=NC(=O)/C(=C/c2ccsc2)S1	2
Oc1ccc(Cl)cc1CNCc1ccc(F)c(F)c1	1
O=C1CCc2ccccc2N1Cc1ccccc1	-2
CCOc1ccccc1-c1cc(NC)ncn1	1
O=C(CSC(=S)N1CCCCC1)Nc1nc(-c2ccccc2)c(-c2ccccc2)o1	-2
COCCNC(=O)CN(C)S(=O)(=O)c1ccc2c(c1)OCCO2	1
CCN(CC)P(=O)(Nc1ccc([N+](=O)[O-])cc1)c1c(C)nn(CCC#N)c1NC(=O)c1ccc(Cl)cc1 (stereo not given)	5
CCOc1ccccc1N1CCN(C(=O)c2cc(S(=O)(=O)N(C)C)ccc2N2CCCC2)CC1	0
Cc1ccccc1-c1ccc(C=Nc2c(C)n(C)n(-c3ccccc3)c2=O)o1	-8
COC(=O)[C@]12C[C@H](CC(=O)NCC3CCCCC3)C(=O)N(Cc3cccc4ccccc34)C1=C[C@H](COCc1ccccc1)O[C@@H]2C	-2
Cc1ccc(S(=O)(=O)n2nc(-c3ccco3)nc2SCc2ccccc2)cc1	5
COc1ccc(C#Cc2c(C=O)n(C)c3ccccc23)cc1	4
CC(=O)C1=C(c2ccc(Br)cc2)C(=O)c2ccccc2C1=O	1
CNC(=O)COC(=O)c1cccnc1SC	1
Cc1nn(CCO)c2ncc(C(=O)c3cc(F)ccc3O)cc12	3
CN(C)C(=O)c1ccc(NC(=O)COc2ccc([N+](=O)[O-])cc2)cc1	-2
CCC(=O)N/C(N)=N/c1nc(C)c2cc(C)c(C)cc2n1	1
Cc1onc(-c2ccccc2Cl)c1C(=O)NNC(=O)c1nn(C)cc1Cl	2
CCN(CCCNC(=O)C1CCN(S(=O)(=O)N2CCC3(CC2)OCCO3)CC1)c1ccccc1	-2
O=C(NC(=S)Nc1cc([N+](=O)[O-])ccc1O)c1cccnc1	7
O=c1[nH]c(CSc2nnc(-c3cccnc3)n2C2CCCCC2)nc2ccccc12	-2
COc1ccc(CN2C(=O)c3cccnc3C2Nc2cc(Cl)ccc2OC)cc1 (stereo not given)	32*
Oc1cccc(/C=N/NC(=S)Nc2cccnc2)c1O	-4
CC(C)c1nc(SCC(=O)NCc2ccccc2)n[nH]1	-5
CCOC(=O)c1ccc(NC(=O)c2cc3c(C)nn(-c4ccccc4Cl)c3s2)s1	3
CCOC(=O)C1CCN(C(=O)c2ccc(CNS(=O)(=O)c3ccc(OC)cc3)cc2)CC1	-5
CN1CCN(c2ccc(S(=O)(=O)N3CCCCC3)cc2NC(=O)CSC(C)(C)C)CC1	-6
N#C/C(=C/c1ccc(N2CCOCC2)o1)C(=O)Nc1ccccc1	-1
COc1cc(/C=C/C(=O)O)ccc1OS(=O)(=O)c1c(C)cc(C)cc1C	5
CCn1cc(C(=O)N2CCOCC2)c(=O)c2cc(S(=O)(=O)N(C)C3CCCCC3)ccc21	1
Cc1nn(-c2ccccc2)c(C)c1NC(=O)COC(=O)CC(C)c1ccccc1 (stereo not given)	-4
CN(c1ccc(C(=O)NCc2cccs2)cc1)S(=O)(=O)c1ccccc1	-3
CCN(C(=O)CSc1nnc(C)n1-c1cccc(C)c1)C1CCS(=O)(=O)C1 (stereo not given)	-1
O=C(O)c1cc(S(=O)(=O)N2CCCc3ccccc32)ccc1Cl	5
CCOC(=O)C1=NN(c2ccc([N+](=O)[O-])cc2)CC1C(=O)OC (stereo not given)	2
CC1Cc2cc(S(=O)(=O)NCCc3ccccc3)ccc2N1C(=O)C1CC1 (stereo not given)	1
CCCN(C)C1CN(Cc2cn(Cc3ccc(C(F)(F)F)cc3)nn2)S(=O)(=O)C1 (stereo not given)	0
COC(=O)CSc1nnnn1-c1cccc2ccccc12	-2
CCOc1ccc(-c2csc(NC(=O)c3cccc(N4C(=O)CCC4=O)c3)n2)cc1	-2
CN1CCN(S(=O)(=O)CC2(C)C3CCC2(C)C(=O)C3Br)CC1 (stereo not given)	0
COc1ccc2oc(C(=O)Nc3ccc(N4CCOCC4)cc3)c(C)c2c1	0
CCOC(=O)c1sc2nc(C)nc(NCCc3ccc(S(N)(=O)=O)cc3)c2c1C	1
O=C1Nc2ccccc2OC1CC(=O)N1CCN(c2cccc(C(F)(F)F)c2)CC1 (stereo not given)	-1
CCNC(=S)NS(=O)(=O)c1ccc(C)cc1	-4
O=C(COc1ccc(Br)cc1)Nc1ccc2oc(=O)ccc2c1	-2
CCC(C(=O)O)N1C(=O)/C(=C/c2cccn2C)SC1=S (stereo not given)	1
Cc1ccc(C(=O)N2CCCCC2)cc1S(=O)(=O)N1CCCCCC1	-3
CCCCNC(=O)O[C@@H]1C[C@@H]2CCN3C(=O)CCC[C@H]([C@H]1CC)[C@H]23	-1

Next section
SMILES	TbREL1 primary
O=C(COC(=O)c1cc([N+](=O)[O-])ccc1NCc1ccccc1)NC1CCCCC1	2
Cc1ccc(NC(=O)NC2CCCN2S(=O)(=O)c2ccc(Cl)cc2)cc1 (stereo not given)	-2
CC(=O)N(CCC(Cc1ccccc1)c1ccc2c(c1)OCO2)Cc1ccccc1F (stereo not given)	0
CCN(CC)CCCNC(=O)CCc1ccccc1	-1
COc1ccc(S(=O)(=O)NC(C)C(=O)Nc2ccc3c(c2)OCCO3)cc1OC (stereo not given)	-3
CCC(C)(C)NC(=O)CN(Cc1ccc2c(c1)OCO2)C(=O)CCC(=O)Nc1cc(C)ccn1	2
Cc1ccc(CNC(=O)CCS(=O)(=O)c2cc3c(cc2Cl)NC(=O)CO3)cc1	0
Cc1ccc(NC(=O)CCC(=O)N2CCC(c3ccccc3)=N2)cc1S(=O)(=O)N1CCCCC1	-5
COc1ccc(C(C(=O)Nc2ccc(F)cc2)N2CCN(c3cccc(C(F)(F)F)n3)CC2)cc1 (stereo not given)	5
NC(=O)C(C(=O)/C=C/c1ccc(Cl)cc1)=C1SCCS1	5
CC(C)(C)c1ccc(C2(C)NC(=O)N(CC(=O)NC3CCS(=O)(=O)C3)C2=O)cc1 (stereo not given)	0
COc1ccc(CN2C(=O)CSCCC2(C)c2nnnn2-c2c(C)cccc2C)cc1 (stereo not given)	4
CCCOc1ccc(C(=O)CCNc2cccc(Cl)c2)cc1	5
O=C(C1CC1)N1CCN=C1SCc1ccccc1	1
N#C/C(=C/c1ccccc1)C(=O)NCc1ccccc1	2

For convenience, part of the list above:
SMILES	TbREL1 primary
CC(=O)N(CCC(Cc1ccccc1)c1ccc2c(c1)OCO2)Cc1ccccc1F (stereo not given)	0
CCN(CC)CCCNC(=O)CCc1ccccc1	-1

Additional entries:
SMILES	TbREL1 primary
CC(=O)C1=C(C)N(Cc2ccc(F)cc2)C(=S)NC1c1cccc(F)c1 (stereo not given)	-8
CSc1cccc(NC(=O)CN(c2ccccc2)S(=O)(=O)N(C)C)c1	-3
O=C1NC(=O)N(c2ccc(Cl)cc2)C(=O)/C1=C/c1ccc2c(c1)CCN2Cc1ccccc1Cl	2
c1ccc(OCCNc2ccn3nc(-c4ccc(OCCN5CCOCC5)cc4)cc3n2)cc1	-2
O=C(NCc1cc(C(F)(F)F)cc(C(F)(F)F)c1)c1cc(-c2cc(F)ccc2OCC2CCCO2)n[nH]1 (stereo not given)	6
NC(=N\N=CCc1ccccc1)/C(N)=N/N=CCc1ccccc1	-1
C=CCn1c(C(C)NC(=O)C(C)(C)C)nc2ccccc21 (stereo not given)	0
CCC(C)NC(=O)CC1Oc2ccc(C)cc2NC1=O (stereo not given)	-1
CCc1ccc(NC(=O)C2CCCN2C(=O)NC2CCCCC2)cc1 (stereo not given)	4
CSc1ccccc1NC(=O)CSc1n[nH]c(C)c1[N+](=O)[O-]	0
C[C@@H]1CN([C@H](C)CO)C(=O)CCCn2nncc2CO[C@H]1CN(C)S(=O)(=O)c1ccc2c(c1)OCCCO2	8
O=C(/C=C/c1ccccc1[N+](=O)[O-])Nc1cccc(S(=O)(=O)NC2=NCCCCC2)c1	0
CCOc1ccccc1CNS(=O)(=O)c1ccc2[nH]c(=O)sc2c1	0
Cc1ccccc1-n1c(SCc2csc(Nc3ccccc3)n2)nnc1-c1cccnc1	0
CN(Cc1ccccc1)C(=O)c1ccc(NC(=O)Cc2cccc(NC(=O)C3CCCN(C(=O)C4CCC4)C3)c2)cc1 (stereo not given)	1
Cc1cc(C)cc(NC(=S)N2CCCC2)c1	0
Cc1[nH]nc(N)c1-c1ccc(Cl)cc1	-2
Cc1cc(C)nc(N2CCCC(C(=O)NCc3ccc4c(c3)OCO4)C2)n1 (stereo not given)	-1
CCC/C(=C1/c2ccccc2C(=O)N1c1ccccc1)c1ccc(O[C@@H]2CCCCO2)cc1	2
COc1ccccc1N1CCN(C(=O)c2[nH]c(C(F)(F)F)nc2-c2ccccc2)CC1	-4
COc1cc(-c2nnc(SCC(=O)N3c4ccccc4Sc4ccccc43)o2)cc(OC)c1OC	-1

Screening results from PubChem.

This is a subset, so the mix of outcomes need not match the whole.
